Cav3 T inh: Cav3.2 calcium influx blockers – cell-based, Fluo-4 calcium fluorescence, FDSS, MLSMR library, primary screen. Voltage-dependent T-type calcium channel subunit alpha-1H (Homo sapiens), O95180. Cav3.2-expressing cells; active compounds read low. B-score at 10 µM. 100,000 compounds, 4% hits. AID 449739, 2010;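 active = single-dose well whose peak fluorescence ratio is a statistical outlier from its plate by either plate-standardised score or position-corrected B-score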
Target sequence (O95180 whole entry, looked up): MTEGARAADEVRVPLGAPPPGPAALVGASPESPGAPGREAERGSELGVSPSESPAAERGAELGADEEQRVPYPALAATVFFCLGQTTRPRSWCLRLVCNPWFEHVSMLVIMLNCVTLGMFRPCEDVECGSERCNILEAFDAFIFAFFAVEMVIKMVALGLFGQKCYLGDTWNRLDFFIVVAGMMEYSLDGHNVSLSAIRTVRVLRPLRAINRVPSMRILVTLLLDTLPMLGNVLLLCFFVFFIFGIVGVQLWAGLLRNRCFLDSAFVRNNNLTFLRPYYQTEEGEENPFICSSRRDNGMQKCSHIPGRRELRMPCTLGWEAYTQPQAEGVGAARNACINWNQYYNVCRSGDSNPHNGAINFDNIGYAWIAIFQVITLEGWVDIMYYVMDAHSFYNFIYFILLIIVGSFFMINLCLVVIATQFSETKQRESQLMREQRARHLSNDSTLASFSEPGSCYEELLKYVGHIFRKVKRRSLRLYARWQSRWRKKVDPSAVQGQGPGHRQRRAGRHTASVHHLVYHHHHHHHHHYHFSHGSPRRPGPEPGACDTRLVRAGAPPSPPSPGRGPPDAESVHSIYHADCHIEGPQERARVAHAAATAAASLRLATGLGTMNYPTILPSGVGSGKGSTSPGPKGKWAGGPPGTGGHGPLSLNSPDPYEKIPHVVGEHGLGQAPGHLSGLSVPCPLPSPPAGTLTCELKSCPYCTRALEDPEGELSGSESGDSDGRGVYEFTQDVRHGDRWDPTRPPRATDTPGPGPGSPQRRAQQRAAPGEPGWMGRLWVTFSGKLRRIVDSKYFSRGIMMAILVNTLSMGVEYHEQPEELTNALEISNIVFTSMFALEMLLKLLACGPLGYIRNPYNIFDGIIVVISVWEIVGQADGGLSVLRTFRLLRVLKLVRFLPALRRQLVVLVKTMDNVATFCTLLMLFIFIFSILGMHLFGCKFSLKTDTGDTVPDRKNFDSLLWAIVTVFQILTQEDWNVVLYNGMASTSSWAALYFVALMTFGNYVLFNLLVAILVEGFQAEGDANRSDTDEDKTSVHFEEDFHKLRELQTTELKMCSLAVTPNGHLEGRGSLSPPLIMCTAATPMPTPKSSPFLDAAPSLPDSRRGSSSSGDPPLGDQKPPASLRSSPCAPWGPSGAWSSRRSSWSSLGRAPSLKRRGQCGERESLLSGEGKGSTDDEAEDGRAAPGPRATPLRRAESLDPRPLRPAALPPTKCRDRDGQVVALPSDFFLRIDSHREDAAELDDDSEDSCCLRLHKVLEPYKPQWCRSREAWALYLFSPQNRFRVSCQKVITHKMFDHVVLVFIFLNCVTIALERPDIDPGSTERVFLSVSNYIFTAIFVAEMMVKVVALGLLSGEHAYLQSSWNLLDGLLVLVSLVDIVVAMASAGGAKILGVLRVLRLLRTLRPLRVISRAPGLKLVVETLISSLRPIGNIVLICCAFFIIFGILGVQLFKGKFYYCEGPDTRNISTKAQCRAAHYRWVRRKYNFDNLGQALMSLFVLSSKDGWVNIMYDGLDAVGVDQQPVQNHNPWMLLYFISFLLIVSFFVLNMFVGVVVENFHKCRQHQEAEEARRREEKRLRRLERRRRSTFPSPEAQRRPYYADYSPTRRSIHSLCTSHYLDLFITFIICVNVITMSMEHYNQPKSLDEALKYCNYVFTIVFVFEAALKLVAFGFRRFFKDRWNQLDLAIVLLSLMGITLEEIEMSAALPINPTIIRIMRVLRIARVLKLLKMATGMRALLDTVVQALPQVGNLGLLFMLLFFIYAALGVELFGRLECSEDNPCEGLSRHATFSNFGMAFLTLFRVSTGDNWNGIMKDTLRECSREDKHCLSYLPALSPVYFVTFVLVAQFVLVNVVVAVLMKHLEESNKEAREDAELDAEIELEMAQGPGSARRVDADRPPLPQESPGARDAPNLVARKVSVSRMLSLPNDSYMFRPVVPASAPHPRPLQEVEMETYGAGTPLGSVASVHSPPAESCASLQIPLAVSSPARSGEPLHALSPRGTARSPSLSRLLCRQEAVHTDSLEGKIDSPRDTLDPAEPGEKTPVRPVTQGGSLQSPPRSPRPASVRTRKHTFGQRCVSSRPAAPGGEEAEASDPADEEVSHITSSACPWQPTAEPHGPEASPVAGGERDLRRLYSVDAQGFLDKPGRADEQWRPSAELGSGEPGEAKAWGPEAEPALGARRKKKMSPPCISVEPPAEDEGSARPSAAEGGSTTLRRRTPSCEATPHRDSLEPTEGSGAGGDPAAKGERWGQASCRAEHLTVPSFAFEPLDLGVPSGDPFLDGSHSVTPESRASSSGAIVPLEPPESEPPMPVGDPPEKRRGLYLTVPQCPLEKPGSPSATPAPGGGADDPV
* hit, by the source's call. Only part of the results is shown; count on the stated rates, not on these rows.

Molecule	Cav3 T inh
Cn1c(=O)c2c(nc(CN3CCC(Cc4ccccc4)CC3)n2CCN2CCOCC2)n(C)c1=O	0.91
Cc1c(C(=O)NCc2cccnc2)oc2ccccc12	0.23
COc1cccc(C2N(c3cccc(Cl)c3)C(=O)C3CCCN32)c1 (stereo not given)	-0.56
CC(=O)N1CCN(c2ccc(NCc3cccs3)cc2)CC1	0.0038
CC1CCC(NCc2ccco2)CC1 (stereo not given)	0.4
O=C(O)CCCCCNS(=O)(=O)c1ccc(Cl)cc1	0.4
COc1ccc(NC(=O)c2nc(C)c(C3(C)CC(c4cccnc4)=NO3)s2)cc1 (stereo not given)	-0.0058
Cc1ccc2oc(=O)c3cnn(CC(=O)N4CCN(c5ccccc5)CC4)c3c2c1	0.66
CCCC(=O)c1cc(F)c(N2CCOCC2)cc1C	-0.17
Cc1ccc(CNc2nc(N)c([N+](=O)[O-])c(Nc3ccc(F)cc3)n2)cc1	-0.11
CCN1CCC(C(N)=O)CC1	-0.34
CC1=C(C(N)=O)C(c2ccco2)C(C(N)=O)=C(C)N1	-0.82
N#Cc1nc(COc2ccc(Cl)cc2)oc1NCc1ccc2c(c1)OCO2	-0.12
COC(=O)C1=C(C(=O)OC)[C@@H]2N(C)c3ccccc3[C@@]23C[C@@H](C(=O)OC)N(C(=O)CC(C)C)C3=N1	-0.66
Cc1ccc(CCC2C3=C(CCCC3=O)OC3=C2C(=O)CCC3)cc1	-2.3
CCn1c(COc2cccc3ccccc23)nnc1SCC(N)=O	-0.09
CC(=O)NC(Cc1c[nH]c2ccccc12)C(=O)OCC(=O)Nc1cc(C)on1 (stereo not given)	0.56
Clc1ccc(Cl)c(-c2ccc(/C=N/c3ncn[nH]3)o2)c1	1.6
CC(C)CN(C(=O)COC(=O)Cn1cnc2ccccc2c1=O)C1CCS(=O)(=O)C1 (stereo not given)	0.98
CCc1c(C)nc2ncnn2c1N1CCCC(C(=O)Nc2cc(F)ccc2C)C1 (stereo not given)	0.02

A few values from above.
CCc1c(C)nc2ncnn2c1N1CCCC(C(=O)Nc2cc(F)ccc2C)C1 (stereo not given) in Cav3 T inh → 0.02
COc1cccc(C2N(c3cccc(Cl)c3)C(=O)C3CCCN32)c1 (stereo not given) in Cav3 T inh → -0.56
CC1=C(C(N)=O)C(c2ccco2)C(C(N)=O)=C(C)N1 in Cav3 T inh → -0.82
CC(=O)N1CCN(c2ccc(NCc3cccs3)cc2)CC1 in Cav3 T inh → 0.0038
Cc1ccc(CNc2nc(N)c([N+](=O)[O-])c(Nc3ccc(F)cc3)n2)cc1 in Cav3 T inh → -0.11
O=C(O)CCCCCNS(=O)(=O)c1ccc(Cl)cc1 in Cav3 T inh → 0.4

Going on with the list:
Molecule	Cav3 T inh
O=C(Nc1cccc2cccnc12)c1ccc(Br)o1	-0.1
COc1c(O)cccc1[C@H](O)C1CCN(CCc2ccc(F)cc2)CC1	0.26
CCN1C=CC2=C(C#N)C(N)C(C#N)(C#N)C(c3ccccc3C(F)(F)F)C2C1 (stereo not given)	-2.9
CCOc1nc(S(=O)(=O)c2ccc(C)cc2)c(Cl)s1	-0.55
CCOC(=O)Nc1sc2c(c1C#N)CCC(C)C2 (stereo not given)	1.3
COc1cc(S(=O)(=O)NC2CCCCC2)ccc1Cl	0.34
COC(=O)c1c(NC(=O)C2(C)Cc3ccccc3C(=O)O2)sc2c1CCCC2 (stereo not given)	-0.31
Cc1noc(C)c1COc1cccc(C(=O)OCCOc2ccc(F)cc2)c1	-2.1
CCn1c(C)nc2c(=O)oc3ccccc3c21	0.035
CCc1nnc(NC(=O)c2cnccn2)s1	-0.058
COc1cc2c(C(=O)NCCCN3CC(C)CC(C)C3)cn(CC(C)C)c(=O)c2cc1OC (stereo not given)	1.3
CCN(CC)CCNC(=O)Cn1nc(-c2ccccc2)c2ccccc2c1=O	0.16
O=C(CNS(=O)(=O)c1ccc(F)cc1)Nc1ccc(C(F)(F)F)cc1	-3
COC(=O)c1c(C)nn(-c2ccccc2)c1-n1cccc1	-0.37
O=[N+]([O-])c1ccc(/C=N/Nc2nc(N3CCCCC3)nc(N3CCCCC3)n2)o1	-3.7
O=C(C1CCCN(S(=O)(=O)c2cccc3nsnc23)C1)N1CC=C(c2ccccc2)CC1 (stereo not given)	-1.9
O=C(CSc1ncc(-c2ccc(F)cc2)n1Cc1ccco1)Nc1nccs1	-0.2
Cc1cc(Cl)cc(C)c1OCCCCN1CCOCC1	-0.0097
CCN(CCCNC(=O)CNC(=O)Cn1cnc2ccccc2c1=O)c1cccc(C)c1	-3.9*
CCN(CC)CCCNC(=O)c1cc(-c2ccc(Cl)c(Cl)c2)on1	0.16
CN(C(=O)CSc1nnc(NC2CCCCC2)s1)C1CCS(=O)(=O)C1 (stereo not given)	0.9
Cc1cc(C)cc(N(C(C)C(=O)NC2CCCC2)S(C)(=O)=O)c1 (stereo not given)	0.42
CC1(C)CC2CC(C)(CN2C(=O)COC(=O)c2ccc(Cl)c(N)c2)C1 (stereo not given)	-6.4*
CC(C)OC(=O)CSc1ncnc2c1cnn2-c1ccccc1	-0.28
N#Cc1c(N)n[nH]c1-c1cc2c([nH]1)CCCC2	-0.059
Cc1ccc(S(=O)(=O)N2c3ccccc3OCC2c2ccccc2)cc1 (stereo not given)	-0.25
CCN(CC)C(=O)CC(c1ccc(OC)cc1)c1c(OC)cc(OC)c2ccc(=O)oc12 (stereo not given)	0.63
CCCCNCc1ccc(SC)cc1	1
Cc1ccc(NC(=O)N/C=C/c2ccco2)cc1C	-0.91
CC1CC(Nc2ccccc2)=CC(=O)O1 (stereo not given)	1.1
CC1=C(C)C(=O)C(CCCCC#CCCCC#CCO)=C(C)C1=O	-4.1*
Cc1cc(N2C(=O)C3CC=CCC3C2=O)no1 (stereo not given)	0.17
Cc1cc2cc(CN(CCCO)S(=O)(=O)c3cccc4nsnc34)c(=O)[nH]c2cc1C	-2.5
CN(CC(=O)NCc1ccccn1)S(=O)(=O)c1ccc(Cl)cc1	0.63
O=S(=O)(NC1CCN(Cc2ccccc2)CC1)c1cccc(S(=O)(=O)N2CCOCC2)c1	2.8
COc1ccccc1-n1c(SCC(=O)NC(C)(C)C)nc(O)cc1=O	1.3
O=C(CN(Cc1ccco1)C(=O)CNS(=O)(=O)c1ccccc1)NCc1ccccc1	-0.0042
C=CCn1c(SCC2=C(C(=O)OCC)C(C)NC(=O)N2)nnc1C1CCCCC1 (stereo not given)	0.3
CCOC(=O)N1CCN(S(=O)(=O)c2cc(Br)cc3c2N(C(C)=O)C(C)C3)CC1 (stereo not given)	1.2
CCOC(=O)c1nnc2cc(-c3ccccc3)nn2c1C	0.24

Of the compounds above, these have bromine.
Molecule	Cav3 T inh
O=C(Nc1cccc2cccnc12)c1ccc(Br)o1	-0.1
CCOC(=O)N1CCN(S(=O)(=O)c2cc(Br)cc3c2N(C(C)=O)C(C)C3)CC1 (stereo not given)	1.2

(next part)
Molecule	Cav3 T inh
COc1ccccc1N1CCN(S(=O)(=O)c2cc(C)sc2C)CC1	-1.6
COc1ccc(-c2cc3nc(-c4ccccc4)cc(N4CCC5(CC4)OCCO5)n3n2)cc1	-0.18
CCCCCOC(=O)C1=C(C)NC(=O)NC1c1ccccc1OCC (stereo not given)	-5.7*
Cc1cccc(C(=O)Nc2sc3c(c2C#N)CCCCC3)c1	-0.55
CCOC(=O)C1CCN(C(=O)CSc2ccccc2)CC1	0.5
CC(C)NC(=O)NC(=O)COC(=O)Cc1ccsc1	-0.036
Cc1ccccc1NC(=S)N(CCN(C)C)C(C)c1ccccn1 (stereo not given)	0.79
Cc1cccc(N2C(=O)CC(N3CCN(Cc4ccc(Cl)cc4)CC3)C2=O)c1 (stereo not given)	-0.94
O=P(c1ccc2c(c1)OCCO2)(N1CCOCC1)N1CCOCC1	0.84
COc1ccc(CC(=S)N2CCOCC2)cc1OC	0.56
CC(C)(C)n1ncc2c(=O)n(CC(=O)Nc3ccc(Cl)cc3)cnc21	-9.5*
CC(C)Cn1c(N)c(C(=O)NCCN2CCOCC2)c2nc3ccccc3nc21	-1.4
Cc1cc(C(F)(F)F)nc(NCc2cccnc2)n1	-0.15
OCc1ccccc1NC(=S)Nc1cccnc1	1.7
COc1ccc(C(=O)NCC2OCCc3ccccc32)cc1 (stereo not given)	0.26
COc1ccc(C2=NO[C@@H]3C(=O)N(c4cccc(C)c4C)C(=O)[C@H]23)cc1OC	-0.31
Cc1cc(/C=C(\C#N)C(=O)NCc2cccs2)c(C)n1-c1ccc([N+](=O)[O-])cc1	0.57
CC(=O)c1cccc(NC(=S)NC(=O)CC(C)(C)C)c1	0.061
Cc1cccc(C(=O)NCCc2nnc(SCC(=O)Nc3nc(C)cs3)n2C)c1	0.22
CCC1(C)Cc2c(sc3nc(SC)nc(N)c23)CO1 (stereo not given)	0.1

Quoted from the results shown (2 entries):
Molecule	Cav3 T inh
CCCCCOC(=O)C1=C(C)NC(=O)NC1c1ccccc1OCC (stereo not given)	-5.7*
Cc1cccc(C(=O)Nc2sc3c(c2C#N)CCCCC3)c1	-0.55

Continued:
Molecule	Cav3 T inh
O=C(CCS(=O)(=O)c1ccc(Cl)cc1)OCC(=O)N1CCCCC1	1.1
CC(C)CCNC(=O)Cn1c2c(c(-c3ccccc3Cl)cc1=O)CCC2	-1.6
COCCn1c(C)cc(C(=O)COC(=O)c2n[nH]c3ccccc23)c1C	-2.3
CC(=O)OC(C(=O)NC1CCCCC1)c1cccc(C)c1 (stereo not given)	-0.64
O=C(O)c1ccn(Cn2cnc3ccccc32)n1	0.25
CC(=Nc1cccc(C)c1)c1sc2ccccc2c1O	-0.71
O=C(c1ccccc1)N1CCCC(C(=O)N2CCCCCC2)C1 (stereo not given)	0.63
Cc1ccc(SCc2[nH]nc3c2C2(CCSCC2)C(C#N)=C(N)O3)cc1	-0.34
Cc1noc(C)c1S(=O)(=O)N1CCCCC1	0.6
COCCN(CC(=O)NCC1CCCO1)C(=O)CCC(=O)Nc1cc(C)on1 (stereo not given)	0.2
Cc1ccc(NC(=O)Nc2cccs2)cc1	-0.59
COc1ccc(OC)c(S(=O)(=O)Nc2ccc(O)c(Sc3ncn[nH]3)c2)c1	-0.026
CCCN1C(=O)C(O)(C/C(C)=N/O)c2ccccc21 (stereo not given)	-0.017
Cc1nc(-c2cccnc2)sc1C(=O)Nc1ccc(Cl)cc1	-1.9
CCOC(=O)c1cnc(SCC(=O)NCc2cccs2)nc1N	0.17
CCC(C(=O)NCc1ccco1)N(Cc1cccs1)C(=O)CNS(=O)(=O)c1ccccc1 (stereo not given)	-0.037
CCCCN(CCCC)CCCNC(=O)CC1Oc2ccc(C)cc2NC1=O (stereo not given)	-1.4
CC(=O)NC(CCS(C)(=O)=O)C(=O)Nc1ccc2c(c1)OCO2 (stereo not given)	1.4
CCC(C)(C)NC(=O)C(c1cccc(OC)c1)N(C(=O)c1ccn[nH]1)c1cccc(OC)c1 (stereo not given)	-5.1*
CS(=O)(=O)N(CC(=O)Nc1cc(Cl)ccc1Cl)c1ccccc1	-2.6

Random excerpt: 4 records from the list.
Molecule	Cav3 T inh
CS(=O)(=O)N(CC(=O)Nc1cc(Cl)ccc1Cl)c1ccccc1	-2.6
COc1ccc(OC)c(S(=O)(=O)Nc2ccc(O)c(Sc3ncn[nH]3)c2)c1	-0.026
Cc1noc(C)c1S(=O)(=O)N1CCCCC1	0.6
CCC(C)(C)NC(=O)C(c1cccc(OC)c1)N(C(=O)c1ccn[nH]1)c1cccc(OC)c1 (stereo not given)	-5.1*

Remaining list, next part.
Molecule	Cav3 T inh
COc1ccc(-c2noc(-c3cccc(OC)c3OC)n2)cc1OC	-0.034
COc1cccc(N=c2oc3c(C)ncc(CO)c3cc2C(N)=O)c1	0.55
COC(=O)c1cc(C)nc(N)c1C#N	0.95
Cc1ccc(N2C(=O)C3C(C2=O)C(C(=O)c2ccc(Cl)cc2)N2CCCC32)cc1 (stereo not given)	-0.72
O=C(CCCC(=O)Nc1cccnc1)Nc1cccnc1	0.52
COCCn1c(SCC(=O)N2CCC(C)CC2)nc2ccccc2c1=O	0.28
COc1ccc(/C(O)=C2\C(=O)C(=O)N(c3cc(C)on3)C2c2ccccc2OC)cc1 (stereo not given)	1.1
Cc1cc(C)nc(SCc2nnc(SCC(=O)Nc3nc(-c4ccccc4)cs3)n2-c2ccccc2)n1	-8.4*
COc1ccc(OC)c(NC(=O)CN2C(=O)NC3(CCOc4ccccc43)C2=O)c1 (stereo not given)	-0.19
COc1cccc(NC(=O)CSc2nnc(Cc3cccs3)n2-c2ccc(C)cc2)c1	-3.2
Cc1occc1-c1nnc(SCC(=O)c2c[nH]c3ccccc23)n1C	0.45
O=C(Nc1ccc(S(=O)(=O)NC2CCCCC2)cc1)c1ccco1	0.36
O=C(Nc1ccc(CN2CCOCC2)cc1)c1ccccc1F	-0.23
COc1ccccc1NC(=O)CSc1nnnn1-c1ccc(C)cc1	-2.6
CC(=O)NS(=O)(=O)c1cccnc1Nc1ccc(Cl)cc1	-0.57
O=C1C2C3C=CC(C3)C2C(=O)N1c1n[nH]c(-c2cccnc2)n1 (stereo not given)	-1.3
COc1ccc(-c2nc3n(n2)C(=O)CC(c2ccco2)S3)cc1 (stereo not given)	0.13
C[C@@]1([C@@H](NC(=O)c2cccs2)c2ccc(-c3ccccc3)cc2)C[C@H]1C1CCCCC1	0.071
O=c1ccc(Oc2nc(N3CCCCC3)nc(N3CCCCC3)n2)n[nH]1	1.6
Cc1ccc(CNC(=O)c2cc(-c3ccccc3)nn2CC2CC(c3cccnc3)=NO2)cc1 (stereo not given)	0.021
COc1ccc(OC)c(S(=O)(=O)Nc2ccc(F)cc2)c1	0.13
O=S(=O)(Nc1ncccn1)c1ccc(Nc2ncnc3ccccc23)cc1	0.18
CC(C)Oc1ccc(C(=O)NCc2ccco2)cc1	-0.22
CCOC(=O)N1CCN(c2c(NCCOC)c(=O)c2=O)CC1	-0.15
CCOC(=O)C1=NNC2C(=O)N(C3CCCCC3)C(=O)C12 (stereo not given)	0.83
Cc1ccc(C(=O)C2C(c3ccc(-c4ccccc4[N+](=O)[O-])o3)NC(=O)NC2(O)C(F)(F)F)cc1 (stereo not given)	-7.1*

High-throughput results (PubChem BioAssay)
